CD40 NFkB inh: CD40 pathway inhibition in BL2 cells. 83,000 compounds, 0.94% hits. inhibition, % at 10 µM. BL2 NF-kB luciferase reporter, CD40L-induced, 4 h;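 active = mean inhibition of at least 50% with a set share of replicates also reaching that level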;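 note: 0% = neutral control wells and 100% = IKK inhibitor VII at 50 µM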
The depositor's hits bear a star; & = joins results of further samples; [ ] = dose if it differs, or a comment. Not all compounds are listed; count on the stated rates, not on these rows.

SMILES | CD40 NFkB inh
O=C(O)CSc1nnc(-c2cccc(S(=O)(=O)N3CCCCC3)c2)o1 | 0
CCC(=O)N1C[C@@H](C)[C@H](OC)CN(C)C(=O)c2ccc(NC(=O)c3ccc(F)cc3)cc2OC[C@H]1C | 17
CCNC(=O)COc1ccc(/C=N/NC(=O)c2cccnc2)cc1OC | 8
COc1ccc(NC(=O)C2CC2)cc1-n1cnnn1 | 18
CC1CN(C(=O)Cn2c(=O)oc3ccccc32)CC(C)O1 (configuration not stated) | -6
CCC(=O)N(CC(C)C)C[C@H]1[C@H](c2ccccc2)[C@@H](CO)N1C(=O)C1CCC1 | -1[25 µM]
COc1ccc(CN(Cc2ccc(C(=O)O)cc2)C(=S)Nc2ccc(C)cc2)cc1OC | 2
O=C(CCC1CCCCC1)Nc1c2c(nn1-c1ccc(F)cc1)CS(=O)C2 (configuration not stated) | -2
Cc1ccc(NC(=O)CN(C)c2ccc(S(=O)(=O)N3CCN(C)CC3)cn2)cc1 | 7
c1ccc2nc(N3CCCC3)c(N3CCCC3)nc2c1 | 2
Cc1cccc(-n2nc(C)c3c(C(=O)O)cc(-c4cccs4)nc32)c1 | 4
Cc1cccc(C)c1NC(=O)CN1C(=O)S/C(=C\c2cccn2C)C1=O | 18
CC=Cc1ccc2n(c1=O)C[C@H]1[C@H](CO)[C@@H](C(=O)N[C@H](C)c3ccccc3)N(C(=O)c3ccccn3)[C@@H]21 (mixture of isomers) | -1[25 µM]
CN(C)C(=O)c1ccc(OCC(F)(F)F)nc1 | 3
COc1cccc(COC(=O)c2cc(S(=O)(=O)N3CCCCC3)ccc2N2CCOCC2)c1OC | 18
Cc1ccsc1C(=O)NC1CCCCC1C (configuration not stated) | -8
O=C(COC(=O)c1ccccc1Nc1ccccc1)NCc1ccco1 | -4
c1ccc(CCNc2nc(-c3ccccn3)nc3ccccc23)cc1 | 43*
C[C@@H]1CCCCO[C@H](CN(C)CC2CC2)[C@H](C)CN([C@@H](C)CO)C(=O)c2cc(NC(=O)c3ccccc3)ccc2O1 | 3[25 µM]
Cn1c(CC(=O)Nc2ccccc2)cc2ccccc21 | -34

Look-ups from above.
Entry for `Cc1ccc(NC(=O)CN(C)c2ccc(S(=O)(=O)N3CCN(C)CC3)cn2)cc1` in CD40 NFkB inh: 7
Entry for `COc1ccc(NC(=O)C2CC2)cc1-n1cnnn1` in CD40 NFkB inh: 18
Entry for `Cc1ccsc1C(=O)NC1CCCCC1C` (configuration not stated) in CD40 NFkB inh: -8
Entry for `CCC(=O)N1C[C@@H](C)[C@H](OC)CN(C)C(=O)c2ccc(NC(=O)c3ccc(F)cc3)cc2OC[C@H]1C` in CD40 NFkB inh: 17
Entry for `CC=Cc1ccc2n(c1=O)C[C@H]1[C@H](CO)[C@@H](C(=O)N[C@H](C)c3ccccc3)N(C(=O)c3ccccn3)[C@@H]21` (mixture of isomers) in CD40 NFkB inh: -1[25 µM]
Entry for `CCC(=O)N(CC(C)C)C[C@H]1[C@H](c2ccccc2)[C@@H](CO)N1C(=O)C1CCC1` in CD40 NFkB inh: -1[25 µM]
Entry for `COc1ccc(CN(Cc2ccc(C(=O)O)cc2)C(=S)Nc2ccc(C)cc2)cc1OC` in CD40 NFkB inh: 2

The results go on.
SMILES | CD40 NFkB inh
CC(C)(C)SCCNC(=O)COc1ccc(Cl)cc1 | -2
O=C(C1Cc2ccccc2CN1S(=O)(=O)c1ccc(F)cc1)N1CCCCC1 (configuration not stated) | 5
CCCCn1c(N)c(N(CCOC)C(=O)c2ccc(-n3c(C)ccc3C)cc2)c(=O)[nH]c1=O | 4
NC(=O)C1CCN(C(=O)c2ccc(Cl)c(S(=O)(=O)N3CCCCCC3)c2)CC1 | 9
O=C(COc1coc(CN2CCN(c3ccccc3)CC2)cc1=O)Nc1ccc(F)cc1 | 4
O=C1CNC[C@H]2[C@H](c3ccc(C#CC4CCCCC4)cc3)[C@@H](CO)N12 | -10[25 µM]
CNC(=S)NCc1ccc2[nH]c(C)cc2c1 | 6
CSc1cc(C)[nH]c(=O)n1 | 10
CCN(CC(=O)Nc1c(F)cccc1F)C(=O)c1ccc2c(c1)OCCO2 | 6
CCOC(=O)c1c(NC(=O)CC)sc(C(C)=O)c1C | 7
C[C@@H]1CN([C@@H](C)CO)C(=O)CCCn2nncc2CO[C@@H]1CN(C)Cc1ccc2c(c1)OCCN2C | -6[25 µM]
CC(C)OC(=O)C(C)Nc1ccc(F)c(Cl)c1 (configuration not stated) | 3
O=C(O)C1CC(=O)N(c2ccc(OCc3ccc(Cl)cc3Cl)cc2)C1 (configuration not stated) | 1
NS(=O)(=O)c1cc2c(cc1Cl)NC(C1C[C@H]3C=C[C@@H]1C3)NS2(=O)=O (some centres not stated) | -2&11
CCOc1ccc(OCCC(=O)N(CC)CC(=O)Nc2ccccc2C(F)(F)F)cc1 | 0
Cn1cnnc1SCc1ccc(C(=O)NN)cc1 | 3
O=C(NNC(=S)NC(=O)c1ccc(F)cc1)c1ccncc1 | -12
CN1c2ccc(-c3ccccc3F)cc2[C@@H]2[C@@H](CCN2S(=O)(=O)c2ccc(F)cc2)[C@H]1CO | -8
O=C1C=CC2C3C(=O)N(c4ccccc4)C(=O)C3C1N2Cc1ccccc1 (configuration not stated) | 100*
Cc1ccc(/C=N/NC(=O)Cn2cnc3ccccc32)cc1 | 5

Reformatted: entries from further up.
> CC(C)(C)SCCNC(=O)COc1ccc(Cl)cc1
  CD40 NFkB inh = -2

> O=C(NNC(=S)NC(=O)c1ccc(F)cc1)c1ccncc1
  CD40 NFkB inh = -12

> O=C(COc1coc(CN2CCN(c3ccccc3)CC2)cc1=O)Nc1ccc(F)cc1
  CD40 NFkB inh = 4

> O=C(C1Cc2ccccc2CN1S(=O)(=O)c1ccc(F)cc1)N1CCCCC1 (configuration not stated)
  CD40 NFkB inh = 5

(further entries)
SMILES | CD40 NFkB inh
COc1ccc(/C=C/c2nnc(NC(=O)COc3ccccc3)s2)cc1 | 13
O=C1C(Br)=C(c2ccccc2)C(c2ccccc2)=C1c1ccccc1 | 82*
Cc1ccc(-c2nn(-c3ccccc3)cc2C(=O)NCCCN2CCCC2=O)cc1 | 4
Cn1c(CN2CCCC2)nc2cc(NC(=O)COc3ccccc3)ccc21 | -38
O=C(O)c1ccccc1-c1ccccc1C(=O)NCCc1ccccc1 | 10
CC/C(=C(\c1ccc(O)cc1)c1ccc(OCCN(C)C)cc1)c1ccccc1 | 15
Cc1cc(C(=O)NCCN2CCOCC2)c2ccccc2n1 | 1
Cc1cc(SCC(=O)OCC(=O)N(C)c2ccccc2)nc2ccccc12 | 7
COCCN1Cc2cccc(C(=O)NC(C)CCc3ccco3)c2C1=O (configuration not stated) | -29
CC(=O)N(C)C[C@@H]1Oc2ccc(N)cc2CC(=O)N(C)C[C@@H]1C | 3
Nc1nnnn1/N=C/c1ccccc1OCc1ccccc1 | 0
O=C(N[C@H]1C=C[C@@H](CC(=O)N2CCN(c3ccccc3)CC2)O[C@@H]1CO)c1ccccc1 | -4[25 µM]
O=C(NCCc1nc(-c2ccccc2)cs1)c1ccc(Br)cc1 | 12
CNC(=O)C[C@@H]1CC[C@H]2[C@@H](COC[C@H](O)CN2Cc2ccccc2F)O1 | -2[25 µM]
Nc1ccc(C(=O)N/N=C/c2cccc(Oc3ccccc3)c2)cc1 | -39
COc1ccc(S(=O)(=O)Nc2ccc3c(c2)C(=O)N([C@H](C)CO)C[C@@H](C)[C@H](CN(C)Cc2ccc(C(F)(F)F)cc2)OCCCC[C@@H](C)O3)cc1 | 50*[25 µM]
CCCn1c(=O)n(C)c(=O)c2c(SCC(=O)Nc3cc(C)on3)nc(C(C)(C)C)nc21 | 13
COc1cc(OC)c(C(=O)NNC(=O)c2ccccc2-n2cccc2)cc1OC | 3
COc1ccc(NC(=O)CN(C)C(=O)c2ccc(COc3ccccc3)o2)cc1 | -2
COc1ccccc1NC(=O)N(C1CCCC1)C1CCN(C(C)=O)CC1 | 14
CCCNC(=O)[C@H]1[C@H](CO)[C@H]2Cn3c(cccc3=O)[C@H]2N1C(=O)C1CCC1 | -2
CCOC(=O)N1CCC(NC(=O)CCCC(=O)O)CC1 | 9
Cc1cccc2nc(-c3cccnc3)c(Nc3ccccc3)n12 | 8
CC(C)C[C@H](NC(=O)CCCn1nnc2ccccc2c1=O)C(=O)O | 13
O=C(NCc1ccc(F)cc1)[C@@H]1[C@@H](CO)[C@@H]2Cn3c(ccc(-c4cccnc4)c3=O)[C@H]1N2 | 3[25 µM]
CC(C)NC(=O)N1[C@H](CO)[C@@H]2c3ccccc3N(C(=O)Nc3ccccc3)C[C@@H]21 | -23
CC(C)NC(=O)N1[C@H](CO)[C@@H](c2ccccc2)[C@H]1CNC(=O)CN(C)C | 2
CCNC(=O)c1cc2c(c(-c3cccc(-c4cncnc4)c3)n1)[C@H](CCO)N(C(C)=O)C2 | -11[25 µM]
O=C(NNC(=S)Nc1ccccc1C(F)(F)F)c1cccnc1 | -16
Cc1ccc(C(=O)Nc2cc(Cl)ccc2-n2cncn2)s1 | -23
CCNC(=O)[C@@H]1[C@@H](CO)[C@@H]2Cn3c(ccc(-c4ccccc4F)c3=O)[C@H]1N2C(=O)CC | -3[25 µM]
O=C(Nc1cccc(S(=O)(=O)N2CCCCC2)c1)c1ccc2ncsc2c1 | -8
O=C(c1ccc(Cl)cc1)N1CCCOC1 | 7
CC1(C(=O)NS(=O)(=O)c2cccc(Cl)c2)CCN1C(=O)Cc1cc(F)ccc1F (configuration not stated) | 6
Cc1ccc2c(C)c(C(=O)N(C)CCC3CCCCO3)oc2c1C (configuration not stated) | -37
C[C@H](CO)N1C[C@H](C)[C@H](CN(C)C(=O)Nc2cccc(F)c2)OCc2ccccc2-c2c(n(C)c3ccccc23)C1=O | -7
O=C(Nc1ccc2c(c1)OCO2)N[C@H]1CC[C@H](CCNC(=O)C2CCCC2)O[C@@H]1CO | -7
CC(=O)Nc1ccc(CC(=O)NCCC(c2ccccc2)c2ccccc2)cc1 | 5
O=C(c1ccco1)N1CCN(S(=O)(=O)c2ccc3c(c2)CCN3C(=O)C2CCC2)CC1 | 9
Cc1ccc(S(=O)(=O)N(C)CC(=O)N(CC(C)C)C2CCS(=O)(=O)C2)cc1 (configuration not stated) | 19
O=C1c2cccc3cccc(c23)C(=O)N1CCCn1ccnc1 | 3
CC1CCN(C(=O)Cn2c(=O)n(CCc3ccccc3)c(=O)c3ccccc32)CC1 | 11
O=C1N[C@@H](c2ccccc2)COCc2cnnn2CC[C@H]1Cc1ccc(C(F)(F)F)cc1 | -5[25 µM]
Cc1csc(NC(=O)c2ccc(C(=O)Nc3nc(C)cs3)cc2)n1 | 4
CN(C)C(=O)c1cccc(-c2ccc([C@@H]3[C@@H](C#N)N(C(=O)C4CC4)[C@H]3CO)cc2)c1 | 5
COc1ccc(N2CCN(C(=O)c3cccc(Cn4cc(Cl)cn4)c3)CC2)cc1 | -17
Cn1cc(CNC(=O)c2ccc3nc(Cc4ccccc4F)oc3c2)cn1 | -73
COc1cccc(C(=O)N2C[C@@H]3[C@H](c4ccccc42)[C@H](CO)N3Cc2ccccc2F)c1 | 4[25 µM]
O=C1CSC(c2ccc(Cl)cc2Cl)N1c1ccccn1 (configuration not stated) | 6
O=C(NC1CCC1)[C@@H]1[C@@H](CO)[C@@H]2Cn3c(cccc3=O)[C@@H]2N1CC1CCOCC1 | 2
CN1CCN(c2nc3c(c(=O)n(C)c(=O)n3C)n2Cc2cccc3ccccc23)CC1 | 7
N#C[C@H]1[C@@H](c2ccccc2)[C@@H](CO)N1C(=O)Cc1ccccn1 | -1
CCn1nnnc1NCc1ccc(N2CCCC2)cc1 | 25
O=C(CC1C(=O)CCCC1=O)c1ccccc1 | -16
CN1c2ccc(-c3ccc(F)cc3)cc2[C@@H]2[C@@H](CCN2S(=O)(=O)c2cccc(F)c2)[C@H]1CO | 6[25 µM]
Cc1ccc(C)c(NC(=O)CN(C)C(=O)c2cccc(N3C(=O)CCC3=O)c2)c1 | 4
O=C(N1CCOCC1)N1c2ccccc2CC(N2CCOCC2)c2ccccc21 (configuration not stated) | 6
COc1cc(C(C(=O)NCc2ccccc2)N(Cc2ccco2)C(=O)c2cnccn2)cc(OC)c1OC (configuration not stated) | 11
CCOC(=O)c1cc2n(n1)C(C(F)(F)F)CC(C)N2 (configuration not stated) | -2
COc1ccc(F)cc1CN1CCN(CC(=O)N2CCc3ccccc32)CC1 | 8

The list goes on, starting with the last two of the part before.
SMILES | CD40 NFkB inh
CCOC(=O)c1cc2n(n1)C(C(F)(F)F)CC(C)N2 (configuration not stated) | -2
COc1ccc(F)cc1CN1CCN(CC(=O)N2CCc3ccccc32)CC1 | 8
CN(CC(=O)Nc1ccc(Cl)c(S(=O)(=O)N2CCOCC2)c1)C(=O)c1cccs1 | 9
COc1ccc(S(=O)(=O)N2CCOCC2)cc1NS(=O)(=O)/C=C/c1ccccc1 | 2
c1ccc(-c2noc(CSc3nc4ccccc4o3)n2)cc1 | -11
COc1ccc(N2CCN(C(=O)c3csc4ccccc34)CC2)cc1 | 5
Cc1ccc(NC(=O)COc2cccc3ccc(C)nc23)c(Br)c1 | -13
CCC(=O)Nc1ccc2c(c1)Cc1cc([N+](=O)[O-])ccc1-2 | -56
CN(C)C(=O)c1cccc(-c2ccc3c(c2)[C@@H]2[C@@H](CCN2C(=O)Cc2ccccc2)[C@@H](CO)N3)c1 | -17[25 µM]
COc1ccc(Cl)cc1NC(=O)CN(C)C(=O)c1cc(=O)c2ccccc2o1 | -1
O=C(COc1cccnc1[N+](=O)[O-])Nc1ccc2c(c1)CCC2 | -36
CCOC(=O)/C(=N\Nc1cccc(C(F)(F)F)c1)N1CCOCC1 | -6
CN(C)C(=O)C[C@@H]1C[C@@H]2c3cc(NC(=O)Nc4ccc(F)cc4)ccc3O[C@@H]2[C@H](CO)O1 | 0[25 µM]
COc1ccccc1CN(Cc1nc2ccccc2c(=O)[nH]1)S(=O)(=O)c1ccc2ccccc2c1 | 16
O=C(CC1SC(N2CCOCC2)=NC1=O)Nc1ccccc1F (configuration not stated) | 0
O=C(c1ccc2snnc2c1)N1CCCCC1 | 0
CN(C)CC#Cc1ccc([C@H]2[C@H]3CN(C(=O)Nc4cc(F)ccc4F)CCCCN3[C@H]2CO)cc1 | 2[25 µM]
O=C(CCC(=O)N1CCc2ccccc2C1)NCCc1ccc(Cl)cc1 | 0
COc1ccc(C(=O)C[n+]2ccc3ccccc3c2C)cc1 | -67
O=C1CCCc2cnnn2COC[C@H](Cc2ccccc2)N1 | -1[25 µM]

Bioassay records: PubChem, Broad Institute
